ROMK primary – ROMK potassium channel modulators, primary screen, cell-based, thallium flux, MLSMR library; 130,000 tested, 2% active; B-score at 10 µM; AID 1918, 2009; Tet-inducible ROMK, thallium flux fluorescence; actives lie on both sides;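 active means signal ratio slope over the read window, or its plate-corrected B-score, at least 3 SD from the plate mean, either direction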;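 further: B-score of the F/F0 ratio slope over 7 to 12 s after thallium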
DTT redox prof – compounds producing H2O2 with reducing agent – biochemical, NIH compound library profiling, artefact control for MLSCN library redox annotation, primary screen | activation, % at 10 µM | DTT-dependent redox cycling H2O2, phenol red/HRP absorbance; 100% = 100 µM peroxide control, 0% = buffer | 200,000 tested, 0.03% active;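 active means activation of at least 50% relative to the plate's high and low controls in the primary single-dose screen; inactive means activation below 50%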;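 further: compound incubated with DTT at 0.8 mM final as the reducing agent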
PPARg SRC-2 ag – agonists of PPARg-SRC-2 recruitment, primary screen, biochemical, HTS. activation, % at 8 µM. PPARgamma LBD-SRC-2 recruitment. 200,000 tested, 0.34% active. Peroxisome proliferator-activated receptor gamma (Homo sapiens), P37231. AID 1032, 2008; in the data active means activation above about 22%;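 further: 0% = vehicle and 100% = reference agonist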
Target sequence (P37231 whole entry, looked up, the tested form may be a part): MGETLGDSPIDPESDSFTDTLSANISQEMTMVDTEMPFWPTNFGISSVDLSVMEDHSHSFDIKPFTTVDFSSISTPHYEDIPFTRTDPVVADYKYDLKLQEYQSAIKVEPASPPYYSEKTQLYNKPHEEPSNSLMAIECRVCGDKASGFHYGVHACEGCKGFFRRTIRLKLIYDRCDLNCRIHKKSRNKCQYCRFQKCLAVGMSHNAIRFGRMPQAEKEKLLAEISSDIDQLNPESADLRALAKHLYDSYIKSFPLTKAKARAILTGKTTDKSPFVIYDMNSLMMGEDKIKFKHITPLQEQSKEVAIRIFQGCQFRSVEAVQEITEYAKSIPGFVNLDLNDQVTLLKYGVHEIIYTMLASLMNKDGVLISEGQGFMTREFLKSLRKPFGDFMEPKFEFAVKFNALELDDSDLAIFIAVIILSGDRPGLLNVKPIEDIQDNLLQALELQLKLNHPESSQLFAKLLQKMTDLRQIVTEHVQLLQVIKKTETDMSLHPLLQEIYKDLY
bIAP activator – bovine intestinal alkaline phosphatase activators, primary screen, biochemical, bovine IAP, CDP-star luminescence; alkaline phosphatase, intestinal [Bos taurus]; purified bovine IAP, 30 min; stronger effect = higher value; fold of DMSO-control signal, blank-subtracted; activation factor at 20 µM; 200,000 tested, 0.17% active;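 active means activation factor of 2 or more at 20 µM, a signal rise over negative controls twice the positive control's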
SRC2 TRFRET art – TR-FRET signal artefacts, primary screen, artefact control for PPARgamma SRC-2 agonist project, biochemical. TR-FRET artefact counter-screen; stronger effect = higher value. TR-FRET ratio at 8 µM. 200,000 tested, 0.4% active. AID 1049, 2008; in the data active means TR-FRET ratio above about 2000; further: inactives centre near 1500
TLR4-MyD88 BLA – inhibitors of TLR4-MyD88 association in cells, primary screen, cell-based, HeLa CL3-4, BLA complementation, FRET ratio; AID 861, 2007; HeLa CL3-4 TLR4/MyD88 BLA complementation; 200,000 tested, 0.18% active; inhibition, % at 8.4 µM; in the data active means inhibition above about 25%;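 further: 0% = vehicle and 100% = reference inhibitor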
PPARg SRC-1 ag – PPARgamma agonists recruiting SRC-1 coactivator, primary screen, biochemical; Peroxisome proliferator-activated receptor gamma (Homo sapiens), P37231; PPARgamma-SRC-1 coactivator recruitment biochemical assay; activation, % at 8 µM; 200,000 tested, 0.41% active; AID 631, 2007; in the data active means activation above about 19%;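 further: 0% = DMSO and 100% = reference agonist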
PPARg SRC-3 ag – PPARgamma agonists recruiting SRC-3 coactivator, primary screen, biochemical; Peroxisome proliferator-activated receptor gamma (Homo sapiens), P37231; biochemical PPARgamma/SRC-3 coactivator recruitment assay; activation, % at 8 µM; 200,000 tested, 0.26% active; in the data active means activation above about 23%;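 further: 0% = DMSO and 100% = reference agonist; some compounds past the cut are filed as inactive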
S1P3 antag – S1P3 receptor antagonists, primary screen, cell-based. Sphingosine 1-phosphate receptor 3 (Homo sapiens), Q99500. CHO S1P3 NFAT-BLA reporter, FRET fluorescence, antagonist mode. inhibition, % at 4.98 µM. 170,000 tested, 0.27% active. AID 485, 2006;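 active means inhibition above the plate cutoff, the mean inhibition of test wells on that plate plus 3 SD, cut at about 28% in these data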;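 further: cells challenged with S1P at its EC80 of 0.8 µM; blue over green emission ratio from cleaved BLA substrate after 4 h stimulation; 0% = S1P-stimulated wells and 100% = unstimulated DMSO-only wells; some compounds past the cut are filed as inactive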
Target sequence (Q99500 whole entry, looked up): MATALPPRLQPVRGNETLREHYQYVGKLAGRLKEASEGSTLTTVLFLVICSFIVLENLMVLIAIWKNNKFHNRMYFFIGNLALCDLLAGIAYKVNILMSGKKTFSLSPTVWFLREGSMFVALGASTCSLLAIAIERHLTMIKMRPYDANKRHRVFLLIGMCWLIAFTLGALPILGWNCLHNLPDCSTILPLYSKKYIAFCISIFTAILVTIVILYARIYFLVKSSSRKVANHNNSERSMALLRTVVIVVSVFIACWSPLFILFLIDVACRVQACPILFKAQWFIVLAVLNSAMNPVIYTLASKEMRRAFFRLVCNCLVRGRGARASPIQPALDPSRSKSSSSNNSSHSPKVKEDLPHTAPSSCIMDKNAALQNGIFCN
bIAP inhibitor – bovine intestinal alkaline phosphatase inhibitors, primary screen, selectivity assay for TNAP inhibitor project, biochemical, bovine IAP, CDP-star luminescence; alkaline phosphatase, intestinal [Bos taurus]; purified bovine IAP, 30 min; inhibition, % at 20 µM; 190,000 tested, under 10 active;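 active means over 50% inhibition of intestinal alkaline phosphatase at 20 µM in the single-dose screen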
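Incubation: 30 min reaction at room temperature / Material: purified bovine intestinal alkaline phosphatase (IAP) enzyme / Input: enzyme at 1/65,000,000 dilution / Dosing: 20 µM single dose / Signal: CDP-star luminescence signal / Reagent: CDP-star chemiluminescent phosphatase substrate, 30 µM final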
L major viab – Leishmania major promastigote growth inhibition, primary screen; 200,000 tested, 9% active; Leishmania major promastigotes, resazurin fluorescence viability; AID 1063, 2008; inhibition, % at 10 µM; in the data active means inhibition above about 50%;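 further: promastigotes grown with compound for 44 hours at 28 °C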
The depositor's hits bear a star; x = not tested or not shown.

Under each structure – bIAP activator	SRC2 TRFRET art	L major viab	TLR4-MyD88 BLA	PPARg SRC-2 ag	S1P3 antag	PPARg SRC-3 ag	DTT redox prof	PPARg SRC-1 ag	ROMK primary	bIAP inhibitor
[1] COc1cccc(NC(=O)CNS(=O)(=O)c2ccc(Cl)cc2)c1
    0.4	1459	1	-3	-5	-16	4	0.0	3	-1.2	x
[2] CCNc1nc(Oc2ccc(OC)cc2)cc(C(F)(F)F)n1
    0.9	1533	-1	4	5	-21	-1	0.0	3	-0.013	7
[3] O=C(NCCCN1CCOCC1)c1c(O)c2cc(Br)cc(Br)c2[nH]c1=O
    1	1542	2	4	3	-20	-6	-0.3	1	-3.3*	-2
[4] CCOC(=O)C1CCN(C(=O)Nc2ccc3nc(C)c(C)nc3c2)CC1
    1	1619	-1	0	4	7	6	0.0	7	0.53	0
[5] COC(=O)c1sccc1NC(=O)Cc1ccc(OC)c(OC)c1
    0.8	1671	-3	0	4	-4	0	-0.1	1	-1.6	19
[6] CC(C)Cn1c(N)c(C(=O)CSc2nnnn2C)c(=O)n(C)c1=O
    1	1492	-1	11	11	x	5	2.5	6	x	2
[7] CC(=O)N(c1ccc(C(C)C)cc1)C1C=CS(=O)(=O)C1 (stereo not drawn)
    1	1388	-6	4	-5	-31	8	-3.5	4	x	-1
[8] CN(CCC#N)C(=O)COC(=O)c1nn(-c2ccccc2)c(=O)c2ccccc12
    1	1597	-9	-1	-4	-1	-1	0.0	2	0.01	-5
[9] O=C(Cc1c[nH]c2ccccc12)Nc1ccccc1N1CCOCC1
    1	1449	9	-12	0	-5	-3	-0.3	1	-0.52	-4
[10] Cc1ccc(CS(=O)(=O)CCC(=O)NCCN2CCCCC2C)cc1 (stereo not drawn)
    1	1599	-4	-8	7	10	-2	0.3	3	0.083	-3
[11] O=C(Cc1ccccc1)NNC(=O)Nc1ccccc1
    1	1635	5	11	4	-22	-4	-0.9	11	x	0
[12] CCOC(=O)c1sc(-c2ccccc2)cc1N
    0.9	1732	-4	4	17	19	25	-0.6	12	0.78	14
[13] C=CCn1c(-c2cccs2)nc2nc3ccccc3nc21
    0.9	1464	8	-5	-3	-20	0	2.7	4	x	14
[14] Cc1nn2cc(-c3ccc(Cl)cc3)nc2s1
    1	1482	-7	13	3	-28	1	-0.7	5	x	4
[15] CC(OC(=O)c1ccco1)C(=O)NCc1cccs1 (stereo not drawn)
    1	1305	-6	-1	2	-23	-6	0.4	-4	-0.69	-1
[16] NS(=O)(=O)c1ccc(NC(=O)COC(=O)C23CC4CC(CC(C4)C2)C3)cc1
    0.9	1706	46	3	-1	-8	1	-1.0	7	x	6
[17] COc1cc(C)c(Cl)c(C)c1S(=O)(=O)NCc1cccnc1
    1	1681	-1	7	4	x	-1	0.5	6	0.059	1
[18] O=C(CS(=O)(=O)c1ccc2ccccc2c1)N1CCCCCC1
    0.9	1525	2	6	10	16	2	-0.6	11	x	13
[19] COCCN(CCOC)S(=O)(=O)c1ccc(OC)cc1
    0.9	1547	-5	-15	2	-2	4	2.1	3	0.45	9
[20] N/C(=N\OC(=O)COc1ccc(Br)cc1Cl)c1ccncc1
    1	1489	-10	11	1	11	-4	-0.7	2	0.18	5
[21] N#Cc1ccccc1/C=C/C(=O)N1CCOCC1
    1	1588	-3	-9	-2	-3	6	-0.6	-2	0.18	0
[22] COc1ccc(-n2c(Cc3cccn3C)nnc2SCC(=O)Nc2ccc3c(c2)OCO3)cc1
    1	1698	7	-6	7	9	6	-0.8	4	x	-2
[23] COC(=O)c1ccccc1NC(=O)Cn1nc(C(F)(F)F)c2c1CCC2
    0.9	1464	3	10	-1	40	1	2.3	2	x	14
[24] Cc1noc(C)c1CSc1nnc(-c2c[nH]c3ccccc23)n1-c1ccc(Cl)cc1
    0.9	1557	2	-4	9	24	10	2.0	8	0.8	14
[25] CCOc1ccc2nc(Cl)sc2c1
    0.9	1695	-8	16	8	-23	6	0.0	1	-0.79	13
[26] N#Cc1c(N)c(C#N)c(-c2ccc(O)cc2)c2c1CCCC2
    0.9	1401	4	-5	3	-14	-4	2.0	5	x	9
[27] COc1cccc(NC(=S)N(CCCN2CCCC2)Cc2ccco2)c1
    1	1479	44	7	0	-4	4	-0.2	4	-0.57	-1
[28] O=c1c2c3c(sc2n2cnnc2n1-c1ccccc1)N(Cc1ccccc1)CCC3
    1	1654	5	1	-6	-8	-4	2.1	-13	x	3
[29] CCOc1ccc(NC(=O)CCC(=O)NNC(=O)Nc2ccc(Cl)cc2)cc1
    1.1	1663	1	-1	3	13	3	-1.8	3	-0.34	-12
[30] Cc1ccc(CNC(=O)CNC(=S)N(Cc2ccccc2)Cc2ccccc2F)cc1
    1.1	1832	16	5	2	6	-2	-2.6	6	-2	-15
[31] Cc1ccc(C(=O)NC2CCCCCC2)o1
    0.9	1601	-3	-8	4	-20	7	0.8	9	x	7
[32] COc1ccc(NC(=O)N2CCCC(c3nc(-c4ccc(OC)cc4)no3)C2)cc1 (stereo not drawn)
    1	1592	8	10	-2	8	2	0.1	-4	-0.36	-1
[33] COc1cc(OC)c(NC(=O)c2cccc(F)c2)cc1Cl
    0.7	1640	-5	-5	3	5	-2	-0.1	4	x	34
[34] Cc1cc(C)c(C(=O)Cn2cnc3cc([N+](=O)[O-])ccc3c2=O)cc1C
    1.1	1538	9	2	-7	-4	-1	0.1	-5	-0.98	-8
[35] N#Cc1cc2c(ccc3ccccc32)oc1=O
    1.4	1529	-3	0	2	-23	1	-1.0	3	-0.94	-40
[36] C=CCn1c(COc2ccccc2F)nnc1SCC(=O)Nc1cc2oc3ccccc3c2cc1OC
    1	1621	16	5	6	x	0	1.0	2	1.5	4
[37] O=C(CSc1nnc(-c2ccco2)o1)NC(=O)Cc1ccccc1
    0.9	1715	-6	9	8	-8	-1	-0.2	4	0.5	10
[38] CCc1ccc(NC(=O)N(CCCN2CCOCC2)C(C)c2cc3cccc(OC)c3o2)cc1 (stereo not drawn)
    1.1	1538	54*	-14	1	7	8	-0.6	0	x	-8
[39] Cc1nc(NCC2CCCO2)nc2c1C(=O)CC(C)(C)C2 (stereo not drawn)
    1	1505	-2	-14	1	-4	9	-1.7	11	x	0
[40] CCC1=NN(C(=O)Cc2ccc(OC)cc2)C(O)(C(F)(F)F)C1 (stereo not drawn)
    0.9	1404	-5	-6	6	x	8	1.6	0	-0.81	6

One compound at a time, from the list above:
`O=C(CSc1nnc(-c2ccco2)o1)NC(=O)Cc1ccccc1` is listed with bIAP activator = 0.9; SRC2 TRFRET art = 1715; L major viab = -6; TLR4-MyD88 BLA = 9; PPARg SRC-2 ag = 8; S1P3 antag = -8; PPARg SRC-3 ag = -1; DTT redox prof = -0.2; PPARg SRC-1 ag = 4; ROMK primary = 0.5; bIAP inhibitor = 10
`CCC1=NN(C(=O)Cc2ccc(OC)cc2)C(O)(C(F)(F)F)C1` (stereo not drawn) is listed with bIAP activator = 0.9; SRC2 TRFRET art = 1404; L major viab = -5; TLR4-MyD88 BLA = -6; PPARg SRC-2 ag = 6; S1P3 antag = x; PPARg SRC-3 ag = 8; DTT redox prof = 1.6; PPARg SRC-1 ag = 0; ROMK primary = -0.81; bIAP inhibitor = 6

Next section:
Under each structure – bIAP activator	SRC2 TRFRET art	L major viab	TLR4-MyD88 BLA	PPARg SRC-2 ag	S1P3 antag	PPARg SRC-3 ag	DTT redox prof	PPARg SRC-1 ag	ROMK primary	bIAP inhibitor
[41] CS(=O)(=O)N(CC(=O)O)c1ccc(Oc2ccccc2)cc1
    0.9	1455	-6	-1	-5	-47	-6	-0.7	-2	x	10
[42] Cc1ccc2[nH]c(=O)c(C3C(C#N)=C(N)Oc4c3ccc3cccnc43)cc2c1 (stereo not drawn)
    1.1	1654	96*	-13	11	x	-2	1.2	1	-0.67	-7
[43] CCN(CC(=O)Nc1ccc2c(c1)CCC2)Cc1nc2ccccc2c(=O)[nH]1
    1.5	1527	2	-5	5	-1	1	2.3	0	x	-46
[44] CC(=O)Nc1ccc(OCC(O)Cn2c(C)nc3ccccc32)cc1 (stereo not drawn)
    1	1601	-6	-4	-2	x	2	0.1	7	-0.089	-2
[45] O=C(COc1ccc(Cl)cc1)NCCN1CCCCC1
    1	1562	24	4	-2	-10	0	-0.4	-7	-0.24	-1
[46] CC1CN(c2nc3c(c(=O)n(C)c(=O)n3C)n2Cc2c(F)cccc2Cl)CC(C)O1 (stereo not drawn)
    1.1	1809	8	4	16	1	5	-3.1	10	x	-6
[47] O=C(Cn1c(Cc2ccccc2)nc2ccccc21)NCc1ccc2c(c1)OCO2
    0.8	1469	0	-14	-3	-6	-3	-0.1	-1	x	22
[48] Cc1ccc(-c2cc(C(=O)Nc3nccs3)c3ccccc3n2)c(C)c1
    0.8	1740	14	2	5	22	1	0.0	1	x	18
[49] COc1ccccc1-c1nc(NC(C)=O)n[nH]1
    1	1756	0	-10	-1	x	-8	-0.6	3	1.1	1
[50] COc1cc(OC)cc(C(=O)Nc2ccc([N+](=O)[O-])cn2)c1
    1.3	1544	-5	8	-11	1	-4	0.0	-4	x	-33
[51] Cc1nn(CCc2n[nH]c(=S)n2C)c(C)c1Br
    0.8	1453	-6	-7	1	x	0	1.0	4	-0.66	20
[52] Cc1ccc(OCC(=O)Nc2ccc(S(=O)(=O)Nc3ccccn3)cc2)c(C)c1
    0.9	1479	-3	7	-3	-3	9	0.2	-2	x	10

High-throughput results deposited in PubChem by several laboratories.
